FadD28 FP inh: M. tuberculosis FadD28 bisubstrate binding inhibition | FadD28 bisubstrate probe binding, fluorescence polarization | inhibition, % at 12.5 µM | 360,000 tested, 0.22% active; in the data active = inhibition above about 8.5%, passing the limit was not always enough; inconclusive = no clear call, values can overlap the other calls
Mtb FBA inh: inhibits M. tuberculosis FBA enzyme | P9WQA3 | purified M. tuberculosis FBA, fluorescence read-out | inhibition, % at 1 µM | 360,000 tested, 2.3% active; in the data active = inhibition above about 27%;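 note: 0% = vehicle and 100% = reference inhibitor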
Target sequence (P9WQA3 whole entry, looked up): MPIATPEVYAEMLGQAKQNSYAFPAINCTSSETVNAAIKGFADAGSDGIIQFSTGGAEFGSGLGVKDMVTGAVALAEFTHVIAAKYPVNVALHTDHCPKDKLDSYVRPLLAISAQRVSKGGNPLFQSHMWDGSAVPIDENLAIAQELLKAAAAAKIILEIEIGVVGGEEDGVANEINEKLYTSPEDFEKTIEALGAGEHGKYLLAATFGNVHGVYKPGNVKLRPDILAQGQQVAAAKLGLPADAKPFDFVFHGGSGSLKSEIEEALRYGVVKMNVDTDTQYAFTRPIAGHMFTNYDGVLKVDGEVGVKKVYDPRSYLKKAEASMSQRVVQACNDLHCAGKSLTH
MazEF act: MazEF (E. coli) toxin RNase activation; FAM/BHQ RNA-DNA oligo cleavage fluorescence, 5 h; activation, % at 20 µM; P0AE70; AID 504720; 350,000 tested, 0.32% active; in the data active = activation above about 50%
Target sequence (P0AE70 whole entry, looked up): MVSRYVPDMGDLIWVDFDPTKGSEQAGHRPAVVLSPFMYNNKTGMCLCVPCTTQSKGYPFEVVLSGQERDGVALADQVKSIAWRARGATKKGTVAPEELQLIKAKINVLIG
BioA inh: inhibitors of Mycobacterium tuberculosis BioA enzyme | inhibition, % at 9.99 µM | purified M. tuberculosis BioA enzyme, plate reader | 360,000 tested, 0.096% active; in the data active = inhibition above about 40%; inconclusive = no clear call, values can overlap the other calls
BoNT F protease: BoNT F light chain protease inhibition. 360,000 tested, 0.22% active. Multiplex microsphere protease cleavage assay, flow cytometry. AID 588497. inhibition, % at 10 µM; in the data active = inhibition above about 35%, passing the limit was not always enough; inconclusive = no clear call, values can overlap the other calls; note: plate controls were buffer without enzyme for full effect and enzyme alone for no effect
GDH-TPI counter: inhibits GDH-TPI coupling enzymes, artifact for Mtb FBA screen; GDH-TPI coupled enzyme counterscreen, NADH absorbance; inhibition, % at 4.8 µM; 360,000 tested, 1.2% active; AID 588335; in the data active = inhibition above about 30%;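 note: 0% = DMSO wells and 100% = wells lacking the enzyme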
Rv3671c protease: inhibits the M. tuberculosis serine protease Rv3671c; P9WHR9; inhibition, % at 5.96 µM; 320,000 tested, 0.048% active; AID 2606; in the data active = inhibition above about 38%;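 note: extracellular domain of Rv3671c used as enzyme; 0% = enzyme with DMSO and 100% = no enzyme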
Target sequence (P9WHR9 whole entry, looked up, the tested form may be a part): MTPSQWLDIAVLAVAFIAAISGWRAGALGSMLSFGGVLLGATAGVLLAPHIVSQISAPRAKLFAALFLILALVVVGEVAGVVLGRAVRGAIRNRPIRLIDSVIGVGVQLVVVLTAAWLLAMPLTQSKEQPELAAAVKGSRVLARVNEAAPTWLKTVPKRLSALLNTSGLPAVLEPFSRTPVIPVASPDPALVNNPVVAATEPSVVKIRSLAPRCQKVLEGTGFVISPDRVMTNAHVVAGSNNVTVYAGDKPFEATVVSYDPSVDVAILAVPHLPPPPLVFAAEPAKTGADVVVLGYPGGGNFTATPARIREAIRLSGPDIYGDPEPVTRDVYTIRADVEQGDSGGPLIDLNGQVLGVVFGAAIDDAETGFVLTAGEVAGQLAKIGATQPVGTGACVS
PrPC surface inh: reduces human prion protein on the cell surface. P04156. cell surface PrPC, TR-FRET read-out. inhibition, % at 13.8 µM. 370,000 tested, 0.43% active. AID 720596; in the data active = inhibition above about 24%; note: 0% = median of the test wells and 100% = reference compound wells
Mtb UGM inh: inhibitors of M. tuberculosis UDP-galactopyranose mutase | P9WIQ1 | purified UGM, fluorescence polarization probe displacement | inhibition, % at 10 µM | 320,000 tested, 0.06% active; in the data active = inhibition above about 10%, passing the limit was not always enough; inconclusive = no clear call, values can overlap the other calls
Numbers without * were called inactive; ? = inconclusive; nt = no result given.

Start of the listing, in advance (2 entries):
Molecule	FadD28 FP inh	Mtb FBA inh	MazEF act	BioA inh	BoNT F protease	GDH-TPI counter	Rv3671c protease	PrPC surface inh	Mtb UGM inh
CCCCCOC(=O)CSc1nc2c(c(=O)[nH]c(=O)n2C)n1CCc1ccccc1	-2.9	3.5	-45.5	-0.3	11.8	-2.2	1.6	0.7	-0.7
O=C1c2ccsc2SCCN1Cc1ccc(Cl)cc1	-0.7	0.0	-2.2	nt	3.4	8.4	-0.8	1.4	1.4

This part in full (from the top)
Molecule	FadD28 FP inh	Mtb FBA inh	MazEF act	BioA inh	BoNT F protease	GDH-TPI counter	Rv3671c protease	PrPC surface inh	Mtb UGM inh
CCCCCOC(=O)CSc1nc2c(c(=O)[nH]c(=O)n2C)n1CCc1ccccc1	-2.9	3.5	-45.5	-0.3	11.8	-2.2	1.6	0.7	-0.7
O=C1c2ccsc2SCCN1Cc1ccc(Cl)cc1	-0.7	0.0	-2.2	nt	3.4	8.4	-0.8	1.4	1.4
OC(c1ccc(F)cc1)(c1ccc(F)cc1)[C@@H]1CCCN1	0.8	1.8	4.7	-0.4	-7.7	19.8	-4.6	-2.0	2.2
CC1=C(C(=O)O)N2C(=O)C(NC(=O)c3nn(C)c(C)c3Cl)C2SC1 (stereo not given)	1.1	7.8	-1.4	nt	2.1	5.1	-1.8	-3.4	-7.0
COc1ccc(C)cc1S(=O)(=O)N(CC(=O)O)c1ccc(F)cc1	-2.1	-0.4	-2.7	-0.5	-5.2	0.0	-4.3	-2.0	0.7
O=C(C(c1ccccc1)c1ccccc1)N1CCN(CCN2C(=O)c3cccc4cccc(c34)C2=O)CC1	-1.3	-0.9	-6.5	nt	-0.8	11.3	-15.8	-3.6	-3.7
O=C(CSc1nnc(Nc2ccccc2F)s1)Nc1cccc(S(=O)(=O)N2CCCCC2)c1	-1.0	-0.5	3.1	-1.3	-3.1	2.5	-43.6	2.1	-1.3
Cc1ccccc1NC(=O)C(NS(=O)(=O)c1ccc2c(c1)c(=O)n(C)c(=O)n2C)c1ccccc1 (stereo not given)	-0.7	6.1	13.6	-2.4	3.0	4.3	-1.5	3.1	2.2
COc1cccc(CNC(=O)COC(=O)CN(C)S(=O)(=O)c2ccc(NC(C)=O)cc2)c1	-1.5	-1.6	3.9	0.0	-4.3	-5.3	3.9	-0.2	-0.3
CCCC(O)(c1ccccc1)C(c1ccccc1)c1ccccn1 (stereo not given)	-2.5	-3.4	11.1	-1.4	-0.9	0.9	nt	-5.0	nt
O=C(O)C1C2C=CC(C2)C1C(=O)NCc1ccccc1F (stereo not given)	-1.7	0.7	6.0	-1.3	24.1	-4.3	1.0	0.0	-0.5
O=C(CN1C(=O)c2ccccc2C1=O)NCc1ccc(F)cc1	-2.6	-0.4	1.6	1.2	-17.8	0.0	-5.1	-5.0	1.3
COc1ccccc1OCC(=O)Nc1ccncc1	-0.5	-2.8	2.6	-1.3	?	-2.5	-1.6	7.4	0.8
O=C(CSc1ccc(Cl)cc1)NC(=O)NCc1ccco1	-3.3	-0.1	2.9	nt	-0.7	3.3	-0.8	2.3	0.2
CN(C(=O)COC(=O)c1ccc([N+](=O)[O-])cc1N)c1ccccc1	1.5	0.1	69.8*	nt	-3.0	9.3	-3.5	-9.6	2.9
O=C(/C=C/c1ccccc1Cl)Nc1ccccc1	-7.0	1.6	6.9	2.2	-20.8	-3.8	-4.0	0.6	-5.0
COC(=O)C1=C(C)N(c2ccc(C)c(C)c2)/C(=C/c2cccs2)C1=O	0.0	-0.8	6.8	-2.8	-4.6	13.1	2.2	9.5	-3.7
COc1ccc(C)cc1NC(=O)c1sc2ncn(CC(=O)N3CCCCC3)c(=O)c2c1C	-3.5	2.3	14.0	-1.1	-0.6	10.1	1.8	-4.9	-0.5
COc1ccc(-n2c(Cc3cccn3C)nnc2SCC(=O)Nc2ccc(F)cc2F)cc1	0.7	0.3	-2.2	0.5	-4.3	1.0	0.5	5.8	0.1
O=C(NCc1ccccn1)C(=O)NCC1OCCN1S(=O)(=O)c1ccc(Cl)cc1 (stereo not given)	-5.4	-0.3	-6.6	-0.5	0.1	8.6	7.9	-1.3	-1.9
CCOC(=O)c1oc2ccc(Cl)cc2c1NC(C)=O	-1.7	2.1	-10.4	-0.2	-4.4	2.8	-5.3	-2.5	-0.1
Cc1cc(C)c2c(-n3cccc3)c(C(=O)NNS(=O)(=O)c3ccc(Cl)cc3)sc2n1	-5.3	-1.5	4.2	nt	3.3	3.6	0.5	3.6	-0.2
O=C(NCc1cccc(F)c1)c1ccc(N2C(=O)Cn3c(cc4sccc43)C2=O)cc1	1.4	1.5	-39.0	nt	-3.3	21.1	-10.4	1.4	0.7
O=C(CSc1ccsc1[N+](=O)[O-])NCCc1ccc(Cl)cc1	-3.2	-10.6	5.4	-2.2	-9.2	-0.6	-9.3	1.7	-0.6
C=CCNc1nc(C(=O)OCC(=O)c2ccc(F)cc2)cs1	0.7	1.5	-0.4	-0.9	10.6	2.8	-3.1	6.7	2.4
CN(CC(=O)Nc1ccccc1N1CCCC1)S(=O)(=O)c1ccc(F)cc1	-3.0	0.5	0.3	-0.2	-15.6	2.1	2.0	1.9	-1.0
Nc1ccc(OCc2ccccc2)cc1	-2.8	1.4	12.2	0.2	-19.0	5.3	4.7	1.7	1.3
COc1ccc(CNC(=O)CN2C(=O)C(C)N(c3ccc(C)cc3)C2=O)cc1 (stereo not given)	-3.1	1.5	-3.4	-1.6	-3.6	1.9	-6.8	5.0	2.7
CCN1C(=O)C(CC(=O)Nc2ccc(OC)cc2)N(Cc2cccs2)C1=S (stereo not given)	-0.8	0.5	7.4	nt	-4.1	11.8	-7.2	-2.4	-1.3
COc1ccc(-c2nnn(Cc3ccccc3)n2)cc1	-0.2	4.9	-1.1	-1.1	16.8	3.1	-1.9	3.4	1.7
N/C(=N\OC(=O)CCCc1ccccc1)c1ccccc1Cl	-5.5	-1.9	-1.2	-2.0	-5.8	5.3	-0.1	-0.8	1.2
COc1ccc(OC)c(-c2csc(NC(=O)c3ccccc3F)n2)c1	0.5	2.0	-3.7	-2.0	-21.4	17.1	-5.1	9.5	-1.2
CC(C)=CC(=O)OCC(=O)Nc1ncc(Cl)c(C)c1Cl	-1.0	2.6	-3.8	-1.0	-4.4	-0.3	1.6	6.8	-0.4
Cc1ccc(C)c(NC(=O)C(Sc2ncnc3ccccc23)c2ccccc2)c1 (stereo not given)	-4.8	0.1	5.4	-0.8	-6.0	-3.7	-0.1	nt	nt
COc1ccc(NC(=S)NCc2ccc(S(N)(=O)=O)cc2)c(OC)c1	-0.7	2.9	4.7	nt	-5.4	3.7	-4.2	-6.8	-3.8
O=C(NCCc1ccccn1)c1ccc(OC2CCN(CCc3ccccc3)CC2)cc1	0.1	0.3	6.4	1.4	-3.0	0.0	nt	44.7*	1.4
O=c1c2cc(C(F)(F)F)ccc2sn1-c1ccccc1	1.6	-3.6	-10.0	2.0	-0.3	5.2	nt	-3.5	nt
O=C(CCCCCNC(=O)N1CCn2c1nc1ccccc12)N[C@H](Cc1ccccc1)C(=O)O	0.0	1.4	-6.7	0.0	-13.9	10.8	-6.8	-7.1	0.3
CCC(C)N1CC(=O)N2C(c3ccc(OC)cc3OC)c3[nH]c4ccccc4c3C[C@H]2C1=O (stereo not given in full)	-0.3	-0.4	6.0	-0.9	-9.1	-4.6	3.9	7.5	2.0
C=C(C)Cn1c(SCC)nc2ccccc2c1=O	0.7	1.2	5.5	-0.5	-2.9	-6.9	-13.1	1.6	1.5
O=[N+]([O-])c1ccc(/C=N/n2cn[nH]c2=S)cc1	-1.9	-1.9	4.2	-1.3	-2.6	6.3	-5.2	-23.2	2.1
O=C(O)c1cc(-c2ccccc2)n[nH]1	-1.5	3.2	8.3	-3.5	-0.6	10.6	-8.0	-2.0	-2.9
C=C(C)CSc1nc2nc(C)c(Br)cc2[nH]1	-1.1	1.5	nt	-1.3	-1.4	36.4*	3.2	-7.1	0.7
O=C1CCN(Cc2ccc(O)cc2)CCN1[C@H](CO)Cc1ccccc1	-0.3	-1.0	5.0	-0.5	2.3	6.8	3.0	-2.9	0.4
O=C(Cc1ccccc1)NC(=S)Nc1cccc(C(F)(F)F)c1	-3.7	-4.8	-3.1	nt	4.5	9.2	3.8	0.5	-1.0
CCOC(=O)c1c(CN2CCCCC2)n(C)c2ccc(OC)c(S(=O)(=O)c3ccccc3)c12	-4.5	2.3	-4.8	-0.8	-17.0	0.0	-0.5	-6.6	1.2
O=C(CSc1ncccn1)NCC1CCCO1 (stereo not given)	-1.1	3.3	-0.8	0.4	?	-4.5	8.6	5.2	-1.0
O=C(Nc1ccc(N2CCN(C(=O)c3ccccc3)CC2)cc1)c1cccs1	-2.9	-5.8	7.1	0.4	5.3	12.6	-2.2	4.6	0.8
O=S(=O)(c1ccc2c(c1)OCCO2)N1CCNCC1	0.3	0.1	9.5	1.0	-5.4	-10.1	-0.2	-0.8	2.6
Cc1ccccc1NC(=O)Cc1nc(COC(=O)CC(C)c2ccccc2)cs1 (stereo not given)	0.5	3.4	-1.0	-2.0	32.9	5.7	nt	-3.2	nt
Nc1c(C(=O)NCc2cccs2)nnn1CC(=O)Nc1cccc(Cl)c1	-2.8	-1.0	-9.7	nt	-2.5	0.0	0.7	7.2	-0.7
COc1ccccc1C(=O)NC(CCSC)C(=O)NCc1ccncc1 (stereo not given)	0.5	-2.1	7.0	-1.7	-1.6	-0.3	7.5	-1.7	2.1
CC(C)(C)C(=O)NC1(C(F)(F)F)NC(=O)N(CCc2ccccc2)C1=O (stereo not given)	-0.3	1.8	-4.9	-1.9	-9.3	0.4	-5.7	10.8	-1.5
CCCOc1ccc(-c2c(C(=O)N/N=C/c3ccncc3)nnn2-c2nonc2N)cc1	-5.6	-3.4	-12.6	0.6	3.6	-1.5	-8.8	0.2	2.5
COc1ccc2ncc(S(=O)(=O)c3ccccc3)c(N3CCN(c4ccccc4)CC3)c2c1	-7.0	-0.6	-6.0	nt	-1.2	11.3	-9.1	1.7	-1.6
CCCCCN(C(=O)NC(=O)Nn1cnnc1)S(C)(=O)=O	-1.0	1.2	4.4	0.1	-8.5	2.5	2.3	3.5	2.2
N#Cc1ccc(OCC(=O)OCC(=O)Nc2ccc(N3CCOCC3)cc2)cc1	?	0.7	3.6	nt	12.4	-2.9	8.2	-2.9	0.7
CCOC(=O)C(C)Sc1nc2c(c(=O)[nH]c(=O)n2C)n1C/C=C(/C)Cl (stereo not given)	-3.5	1.1	5.0	nt	-12.0	0.0	3.9	7.3	-1.1
Cc1ccc(S(=O)(=O)NCC(=O)N(CC(=O)NC2CCCCC2)CC2CCCO2)cc1 (stereo not given)	0.7	4.2	3.8	0.9	3.7	-13.1	4.1	-3.7	-2.0
COC(=O)c1ccc(NC(=O)Cc2ccc(F)cc2)cc1	-1.7	-3.6	-19.6	nt	-1.4	6.3	3.6	7.2	-7.1
CC(=O)C(=Nc1cccc(Cl)c1)NNc1ccccc1C	-1.7	-0.7	-1.0	nt	6.2	8.0	-5.7	-7.3	1.5
O=C(O)CC/C(=N\Nc1ccc(Cl)cc1)c1cccs1	-2.0	-3.9	9.6	1.4	18.3	13.0	2.0	-7.1	-2.1
Cn1cccc1C(=O)NNC(=O)COc1ccc(C#N)cc1	-2.0	0.2	-4.1	-0.2	9.4	8.0	-0.9	-5.2	4.0

3 entries already listed, arranged by number of heavy atoms, highest first:
Molecule	FadD28 FP inh	Mtb FBA inh	MazEF act	BioA inh	BoNT F protease	GDH-TPI counter	Rv3671c protease	PrPC surface inh	Mtb UGM inh
CC(C)(C)C(=O)NC1(C(F)(F)F)NC(=O)N(CCc2ccccc2)C1=O (stereo not given)	-0.3	1.8	-4.9	-1.9	-9.3	0.4	-5.7	10.8	-1.5
O=S(=O)(c1ccc2c(c1)OCCO2)N1CCNCC1	0.3	0.1	9.5	1.0	-5.4	-10.1	-0.2	-0.8	2.6
O=[N+]([O-])c1ccc(/C=N/n2cn[nH]c2=S)cc1	-1.9	-1.9	4.2	-1.3	-2.6	6.3	-5.2	-23.2	2.1
